LMNA splice mod: qHTS Assay for Modulators of Lamin A Splicing. HeLa LMNA splicing GFP/RFP minigene ratio, 48 h. Potency, µM (doses to about 46.1 µM), for the others: at the top dose ratio change, negative = inhibition, most hits filed as inhibitors. actives 0.01% (n = 200,000); active means well fitted inhibition curve with a large enough effect in the signal ratio, with a control signal flat, not every such curve was filed as active; inconclusive means small, poorly fitted or top-dose-only effect, or effect the other way, or a change in a side signal; the % refers to the signal ratio; further: potency means the concentration at half of the fitted maximal effect; on the % scale 0 is the no-effect control and ±100 the full control effect
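S3 HeLa cells stably expressing lamin A-EGFP splicing minigene plus DsRed2, 600 cells/well, 48 h compound exposure at 37C. Laser-scanning cytometry; analysed as GFP (500-530 nm)/RFP (575-640 nm) total intensity ratio; 0.5% DMSO vehicle.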
HTT aggregate: qHTS Multiplex Assay to Identify Dual Action Probes in a Cell Model of Huntington: Aggregate Formation (GFP); PC12 HttQ103-GFP aggregates, Acumen cytometry, 40 h; Potency, µM (highest dose often 46.1 µM), inactives show at the highest dose activity change, negative = inhibition, usual class: inhibitors; actives 1.1% (n = 220,000); AID 1688, 2009; further: potency means the concentration at half of the fitted maximal effect; on the % scale 0 is the no-effect control and ±100 the full control effect; nearly all actives have a fitted effect of over 60% in size
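PC12 cells with ecdysone-inducible HTT exon1 Q103-GFP, induced by 100 nM tebufenozide, given compounds in a concentration series. GFP aggregates (1–25 um, 6 SD above background) counted in lysates by laser-scanning cytometry, 488 nm excitation.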
NPSR antag: qHTS Assay for Antagonists of the Neuropeptide S Receptor: cAMP Signal Transduction | Q6W5P4 | CHO-NPSR cells, cAMP TR-FRET, antagonist mode | Potency, µM (top dose mostly 38.3 µM), inactives show at the top dose activity change, negative = inhibition, usual class: inhibitors | actives 1% (n = 220,000) | AID 1461, 2008; further: potency means the concentration at half of the fitted maximal effect; on the % scale 0 is the no-effect control and ±100 the full control effect; nearly all actives have a fitted effect of over 50% in size; many of its hits are not listed in these tables
Target sequence (Q6W5P4 whole entry, looked up): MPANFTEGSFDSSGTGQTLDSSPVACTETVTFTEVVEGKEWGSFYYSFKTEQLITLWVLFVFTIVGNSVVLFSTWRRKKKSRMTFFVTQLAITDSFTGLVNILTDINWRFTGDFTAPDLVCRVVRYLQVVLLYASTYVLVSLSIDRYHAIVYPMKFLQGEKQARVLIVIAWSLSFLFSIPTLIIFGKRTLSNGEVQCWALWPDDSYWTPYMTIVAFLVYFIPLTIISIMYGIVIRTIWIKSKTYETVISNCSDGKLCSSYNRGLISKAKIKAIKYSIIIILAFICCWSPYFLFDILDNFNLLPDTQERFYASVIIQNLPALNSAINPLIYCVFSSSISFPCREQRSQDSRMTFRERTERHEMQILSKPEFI
IMPase Li inh: qHTS Assay for Identifying the Cell-Membrane Permeable IMPase Inhibitors: Potentiation with Lithium; CHO-M1 cells, IP1 TR-FRET (IP-One), carbachol + lithium; Potency, µM (doses to about 59.4 µM), for the others: top-dose activity, negative = IMPase inhibition, hits mostly inhibitors; actives 0.35% (n = 210,000); AID 1457, 2008;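 further: IP1 builds up when IMPase is blocked and the TR-FRET signal falls; potency means the concentration at half of the fitted maximal effect; plate controls were basal vehicle for no effect and high inhibitor control for full effect; nearly all actives have a fitted effect of over 50% in size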
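Lithium-sensitised IP1 accumulation assay; M1-expressing CHO cells treated 30 min at 37C with compound. Competitive antibody detection by time-resolved FRET followed a 10 min room-temperature lysis step.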
Luc counter: Counterscreen for Luciferase (Kinase-Glo TM) Inhibition; Luciferin 4-monooxygenase (Photuris pensylvanica), Q27757; Kinase-Glo luciferase, ATP luminescence, 8 min; Potency, µM (top dose mostly 38.3 µM), without a hit: at the top dose activity change, negative = inhibition, hits mostly inhibitors; actives 0.28% (n = 200,000); AID 1379, 2008; further: potency means the concentration at half of the fitted maximal effect; on the % scale 0 is the no-effect control and ±100 the full control effect; nearly all actives have a fitted effect of over 60% in size
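Recombinant Kinase-Glo luciferase, 10 uM ATP (linear range), luciferin; imidazole pH 7.2 / KCl / MgCl2 / Tween / BSA buffer; 8 min RT; luminescence.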
Epigenetic reg: Quantitative High-Throughput Screen for Regulators of Epigenetic Control | murine LDR cells, GFP reporter derepression, 30 h | AID 1865, 2009 | Potency, µM (titrated, usually from 53.9 µM), inactives show top-dose GFP activation, hits mostly activators | actives 0.2% (n = 280,000); further: potency means the concentration at half of the fitted maximal effect; % of control where 0% means no effect; nearly all actives have a fitted effect of over 60% in size
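Murine LDR cells carrying a silenced, genomically integrated CMV-driven GFP reporter were exposed to compound for 30 hours at 37 C. After PBS washes, GFP-positive cells (20–120 um objects) were counted by laser-scanning microplate cytometry.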
CBFb RUNX1 block: qHTS Assay for Compounds Blocking the Interaction Between CBF-beta and RUNX1 for the Treatment of Acute Myeloid Leukemia | Potency, µM (series often up to 59.8 µM), for the others: top-dose activity, negative = inhibition, usual class: inhibitors | 230,000 tested, under 10 active | Runt-related transcription factor 1 (Homo sapiens) + Core-binding factor subunit beta … | AID 1477, 2009 | AlphaScreen CBFb-His/RUNX1-biotin binding, biochemical; further: % of control where 0% means no effect
Target sequence (Q01196 whole entry, looked up): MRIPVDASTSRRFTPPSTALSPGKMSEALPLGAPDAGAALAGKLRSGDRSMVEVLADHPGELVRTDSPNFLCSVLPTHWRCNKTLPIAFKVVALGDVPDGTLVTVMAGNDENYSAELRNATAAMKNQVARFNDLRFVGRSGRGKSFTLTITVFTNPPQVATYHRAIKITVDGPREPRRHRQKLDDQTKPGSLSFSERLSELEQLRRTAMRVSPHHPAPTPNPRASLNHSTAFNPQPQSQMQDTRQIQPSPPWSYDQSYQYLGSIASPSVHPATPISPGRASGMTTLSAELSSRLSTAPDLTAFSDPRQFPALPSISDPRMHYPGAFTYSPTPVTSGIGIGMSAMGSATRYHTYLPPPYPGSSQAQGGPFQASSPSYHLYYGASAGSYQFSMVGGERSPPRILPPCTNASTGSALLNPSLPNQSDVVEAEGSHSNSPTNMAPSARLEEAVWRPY
Target sequence (Q13951 whole entry, looked up): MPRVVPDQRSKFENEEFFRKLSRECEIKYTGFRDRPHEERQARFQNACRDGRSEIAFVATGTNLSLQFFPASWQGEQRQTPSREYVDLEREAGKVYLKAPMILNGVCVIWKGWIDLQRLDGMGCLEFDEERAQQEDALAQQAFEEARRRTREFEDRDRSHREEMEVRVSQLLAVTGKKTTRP
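His-tagged CBF-beta and biotinylated RUNX1 (30 nM each) were premixed 20 min at room temperature, exposed to compound for 15 min, then given nickel-chelate and streptavidin AlphaScreen beads (50 ng each). After 90 min, AlphaScreen signal was read.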
Active calls of the source: *; u = inconclusive; x = no result given; & = joins results of further samples; [ ] = another dose, or the depositor's remark. Unless noted, the call rests on the fitted dose curve; in most records, active means well fitted curve in the direction sought with a large enough effect; inconclusive means small, poorly fitted or top-dose-only effect, or another doubt; inactive means no such curve, though single readings can be large; an effect the other way counts as inactive or inconclusive. Some of the compounds tested. The share of hits here may be higher or lower than overall.

SMILES	Epigenetic reg	IMPase Li inh	HTT aggregate	NPSR antag	Luc counter	LMNA splice mod	CBFb RUNX1 block
O=C(Cc1cccs1)Nc1cc(SCCO)cc([N+](=O)[O-])c1	0.4%	-9%	-29%	3%	-3%	u	-8%
Cc1ccc(O)c(C(CC(=O)NCc2cccnc2)c2ccccc2)c1 (configuration not stated)	-0.6%[10.1 µM]	7%	9%[9.22 µM]	4%	-2%	x	-2%
Nc1nonc1NN=C1CCCCC1	-0.1%	x	-11%[9.22 µM]	4%	x	x	4%
O=C(OCn1nnc2ccccc2c1=O)c1cccs1	-1.0%	3%	18%	15%	0%	-12%	4%
Cc1ccc(-n2cccc2/C=N/n2cnnc2)cc1Cl	-0.7%	25%[38.3 µM]	7%	-4%[46.1 µM]	-3%	13%	-4%
CCOC(=O)c1cn2nc(Oc3cccc(F)c3)ccc2n1	0.0%	x	-6%[9.22 µM]	-1%	x	x	9%
Clc1ccc(CSc2nnc([C@@H]3CCCN3)o2)cc1	-0.7%	-15%[38.3 µM]	-4%	-3%[46.1 µM]	-1%	u	8%
COc1ccccc1C1NC=C([N+](=O)[O-])C=C1[N+](=O)[O-] (configuration not stated)	0.0%	9%	x	-30%	-5%	u	2%
FC(F)(F)c1cccc(NC(=S)Nc2cccc(NC(=S)Nc3cccc(C(F)(F)F)c3)n2)c1	1.6%	x	-2%[9.22 µM]	u	x	x	-9%
O=C(Nc1cc(Cl)ccc1Cl)N1CCCC1	1.5%	x	-32%	1%	x	x	14%
COc1ccccc1NS(=O)(=O)c1ccc(C(=O)OCC(=O)NCc2ccco2)cc1	-0.8%	4%[38.3 µM]	-6%	u	-1%	1%	-24%
Cc1ccc(C)c(NC(=O)C(Sc2nnc(-c3cccs3)o2)c2ccccc2)c1 (configuration not stated)	0.0%	x	7%	-30%[46.1 µM]	x	-3%	-4%
COc1ccc(-c2nnc(-c3cc4c(ccc5ccccc54)oc3=O)o2)cc1	6.7%	-20%[38.3 µM]	12%	-6%[46.1 µM]	-7%	9%	5%
Cc1onc(-c2ccccc2Cl)c1C(=O)NCCCN1CCOCC1	-1.0%	2%[38.3 µM]	-1%	1%[46.1 µM]	1%	-1%	5%
O=C1C(=O)N(CCN2CCCCC2)c2ccccc21	0.0%	3%	-18%	6%[46.1 µM]	0%	0%	5%

SMILES	Epigenetic reg	IMPase Li inh	HTT aggregate	NPSR antag	Luc counter	LMNA splice mod	CBFb RUNX1 block
Oc1ccccc1CNc1cccc2cccnc12	1.6%	18%	-18%[9.22 µM]	58%	-2%	18%[46 µM]	-27%
Cc1nc(NC(=O)Nc2ccc(Cl)cc2)sc1C	0.5%	1%	-7%	12%	0%	0%[46 µM]	14%
O=C(CSCc1cccc(F)c1)NCc1ccccc1	2.5%&3.5%	-6%	-17%	6%	3%	-3%[46 µM]	11%
Cc1ccc(-c2csc3ncnc(Oc4cccc5ccc(C)nc45)c23)cc1	-0.9%	x	u	-17%[46.1 µM]	x	-10%	3%
O=S(=O)(Nc1nc2ccccc2nc1-[n+]1ccccc1)c1ccc(Cl)cc1	-1.1%	1%	7%	14%	2%	u	-9%
Cc1ccc(S(=O)(=O)NCC(C)NS(=O)(=O)c2ccc(C)cc2)cc1 (configuration not stated)	-2.1%	-2%[38.3 µM]	-1%	-11%[46.1 µM]	2%	-15%	5%
COc1ccccc1Cn1c(CO)nc2ccccc21	0.0%	x	-4%[9.22 µM]	5%	x	x	3%
CCOC(=O)N1CCN(S(=O)(=O)c2cc(Cl)c(OC)cc2Cl)CC1	0.0%	2%	-15%	0%[46.1 µM]	1%	-3%	2%
CC(=O)c1ccc2noc(-c3ccccc3)c2c1	1.1%	1%	12%[9.22 µM]	30%	-3%	u	7%
Cc1ccc(CNC(=O)Cn2c([N+](=O)[O-])cnc2C)cc1	-3.4%	1%	-1%	-11%[46.1 µM]	2%	-11%	1%
O=C(O)c1ccc(CSc2nnc(-c3ccccc3Cl)n2-c2ccccc2)cc1	-0.3%	-9%	-12%	-22%	-1%	x	-4%
O=C(Cc1ccc(Br)cc1)OCC(=O)c1ccc2c(c1)OCCO2	0.0%	-15%[38.3 µM]	3%	-8%[46.1 µM]	-1%	5%	17%
CC(=O)Nc1ccc(S(=O)(=O)NC2(C(F)(F)F)C(=O)Nc3c2c(=O)[nH]c(=O)n3Cc2ccccc2)cc1 (configuration not stated)	-1.8%	3%	5%	13%	-1%	7%	-4%
CN(CC(=O)NCc1ccccc1)S(=O)(=O)c1cnc[nH]1	-2.0%	-15%[38.3 µM]	0.63µM*	-5%[46.1 µM]	-2%	-3%	-1%
CN(C)CCCNC(=O)C(=O)NCC1CCCO1 (configuration not stated)	-0.1%	-2%	-12%	18%	-2%	u	8%

SMILES	Epigenetic reg	IMPase Li inh	HTT aggregate	NPSR antag	Luc counter	LMNA splice mod	CBFb RUNX1 block
Cc1ccc(C)c(NC(NC(=O)c2ccccn2)C(Cl)(Cl)Cl)c1 (configuration not stated)	-4.2%	4%	-3%[9.22 µM]	3%	-2%	x	9%
CCOC(=O)CCC(=O)Nc1ccc(S(=O)(=O)N2CCCCC2)cc1	-3.9%	4%	-13%[9.22 µM]	-7%	0%	u	-1%
CN(C)CCCNCC(=O)Nc1ccccc1N1CCOCC1	0.2%	21%[38.3 µM]	1%	-4%[46.1 µM]	20%	1%	1%
O=C(C1=C[C@H](c2ccc(Br)cc2)C[C@H](OCCCCO)O1)N1CCOCC1	0.0%	-1%	12%[9.22 µM]	-7%	x	x	5%
CCC(=O)N1CCc2cc(S(=O)(=O)CCC(=O)NC(C)CC)ccc21 (configuration not stated)	-2.7%	-7%	10%	5%	0%	x	-3%
Cc1ccc(C(=O)NCCc2ccncc2)cc1	0.0%	9%[38.3 µM]	-2%	-7%[46.1 µM]	2%	6%	-1%
CCOc1ccc(NC(=S)N(C)C)cc1	-0.8%	x	-13%[9.22 µM]	-10%	x	x	5%
O=C(c1cccc([N+](=O)[O-])c1)N1CC2C3C=CC(C3)C2C1 (configuration not stated)	-0.1%	0%	9%	6%	5%	x	-4%
CCCSc1nnc2c(n1)OC(c1cccn1C)N(C(C)=O)c1ccccc1-2 (configuration not stated)	-0.9%	6%[38.3 µM]	-10%	-20%[46.1 µM]	1%	-3%	4%
CCN(CC)S(=O)(=O)c1ccc(N2CCOCC2)c(NC(=O)c2ccc(F)cc2)c1	-2.3%	5%	-9%	-16%	1%	-9%[46 µM]	12%
CC1CCCCN1Cc1ccc(-c2nn[nH]n2)cc1 (configuration not stated)	0.0%	-2%	-6%	1%[46.1 µM]	2%	-2%	3%
COc1ccccc1NS(=O)(=O)c1cc(NC(=O)c2ccc(=O)[nH]c2)ccc1N1CCOCC1	1.1%	9%	25%	3%	1%	1%	-3%
CCOC(=O)c1ccc(CNC(=O)Cn2nnc(-c3ccccc3)n2)o1	1.1%	-8%	5%	-5%	-2%	1%[9.22 µM]	5%
Cc1ccc(C)c(NC(=O)CN(C)S(=O)(=O)c2ccccc2)c1	-1.1%	27%[38.3 µM]	14%	5%[46.1 µM]	2%	-11%	9%
O=c1cc(CSc2nnc(-c3ccco3)o2)c2ccccc2[nH]1	1.9%	23%[38.3 µM]	-6%	-17%[46.1 µM]	-6%	3%	-1%

Compounds above that have a thiophene ring, fused or not (four):
SMILES	Epigenetic reg	IMPase Li inh	HTT aggregate	NPSR antag	Luc counter	LMNA splice mod	CBFb RUNX1 block
O=C(Cc1cccs1)Nc1cc(SCCO)cc([N+](=O)[O-])c1	0.4%	-9%	-29%	3%	-3%	u	-8%
O=C(OCn1nnc2ccccc2c1=O)c1cccs1	-1.0%	3%	18%	15%	0%	-12%	4%
Cc1ccc(C)c(NC(=O)C(Sc2nnc(-c3cccs3)o2)c2ccccc2)c1 (configuration not stated)	0.0%	x	7%	-30%[46.1 µM]	x	-3%	-4%
Cc1ccc(-c2csc3ncnc(Oc4cccc5ccc(C)nc45)c23)cc1	-0.9%	x	u	-17%[46.1 µM]	x	-10%	3%

With a hit mark in HTT aggregate, among the entries above:
compound	Epigenetic reg	HTT aggregate	NPSR antag	LMNA splice mod	CBFb RUNX1 block
CN(CC(=O)NCc1ccccc1)S(=O)(=O)c1cnc[nH]1	-2.0%	0.63µM*	-5%[46.1 µM]	-3%	-1%

Remaining list, next part:
SMILES	Epigenetic reg	IMPase Li inh	HTT aggregate	NPSR antag	Luc counter	LMNA splice mod	CBFb RUNX1 block
Cc1cc(Cl)ccc1OCC(=O)Nc1ccccc1N1CCOCC1	-0.7%	18%[38.3 µM]	-21%	-26%[46.1 µM]	-7%	u	11%
CC1(C)C(=O)OC(C(=O)c2ccccc2)C2(CCCCC2)C1=O (configuration not stated)	-0.9%	-4%	-10%	-9%	-3%	-5%	2%
COc1ccc(C2NC(=O)NC(O)(C(F)(F)F)C2C(=O)c2ccc(F)cc2)cc1 (configuration not stated)	0.9%	54%[activator][38.3 µM]	-21%	2%[46.1 µM]	2%	-4%	10%
Cc1c(CN2CCc3c([nH]c4ccccc34)C2C2CCCCC2)cnn1C (configuration not stated)	2.4%	14%	-4%	22%	5%	x	4%
O=S1(=O)CCN(Cc2ccc(Cl)cc2)CC1	0.0%	-4%[38.3 µM]	-10%	6%[46.1 µM]	-7%	-1%	-3%
C/C(=N\NC(=O)CSc1nnc(C)s1)c1ccc(O)cc1	-1.9%	-12%	2%	10%	0%	-2%	-5%
CCCC[C@@H]1CNC(=O)C(=O)N1CCCc1cc(OC)c(OC)c(OC)c1	-2.2%	x	2%[9.22 µM]	3%	x	x	15%
S=c1[nH]nc(COc2ccccc2)n1/N=C/c1cccs1	0.0%	-14%	8%	-26%	6%	-12%	-4%
COc1ccc(C(CNC(=O)Cc2c(F)cccc2Cl)N2CCCCC2)cc1 (configuration not stated)	2.6%	9%	8%	7%	-1%	x	4%
Cc1ccc(C(=O)N2CCc3ccccc32)cc1	0.0%	5%	7%	-6%[46.1 µM]	-3%	-4%	21%

From PubChem
